Bioassay records (PubChem BioAssay)
D1 PAM: potentiators of human D1 dopamine receptor. 0.036% of 360,000 active. potentiation, % at 10 µM. HEK293 TREx D1 cells, calcium flux, dopamine EC20 potentiation. P21728; in the data active means potentiation above about 30%; further: 0% is about no effect
Target sequence (P21728 whole entry, looked up): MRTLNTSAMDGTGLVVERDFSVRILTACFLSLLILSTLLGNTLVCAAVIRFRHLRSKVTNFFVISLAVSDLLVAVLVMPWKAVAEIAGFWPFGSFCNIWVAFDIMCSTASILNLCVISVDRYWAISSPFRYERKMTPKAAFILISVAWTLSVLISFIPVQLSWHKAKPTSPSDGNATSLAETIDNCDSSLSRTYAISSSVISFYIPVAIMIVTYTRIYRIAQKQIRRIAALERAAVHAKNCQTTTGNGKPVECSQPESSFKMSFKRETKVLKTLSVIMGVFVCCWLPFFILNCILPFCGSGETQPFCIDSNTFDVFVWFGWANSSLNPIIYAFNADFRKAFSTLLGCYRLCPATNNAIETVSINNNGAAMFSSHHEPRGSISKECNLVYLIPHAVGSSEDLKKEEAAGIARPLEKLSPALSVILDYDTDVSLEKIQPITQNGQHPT
D1 agonist: activates the human D1 dopamine receptor | activation, % at 2 µM | P21728 | HEK293 T-REx D1 cells, calcium flux, agonist mode | 1% of 360,000 active | AID 504660; in the data active means activation above about 30%; further: 0% is about no effect
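Inducible HEK293 T-REx D1 cells, force-coupled to calcium signalling, were plated at 4000 cells/well with tetracycline and held overnight at 30 C. After no-wash calcium dye loading, compound-evoked calcium rise over 180 s flagged agonists.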
RXFP1 agonist: RXFP1 (human) receptor agonism. Q9HBX9. AID 2676. Potency, µM (doses to about 57.5 µM), for the others: at the highest dose activation, most hits filed as activators. HEK293T-RXFP1 cAMP TR-FRET, 30 min; response scale: percent of porcine relaxin response, buffer zero. 0.3% of 370,000 active; active means well fitted activation curve with a large enough effect; further: potency means the concentration at half of the fitted maximal effect; on the % scale 0 is the no-effect control and ±100 the full control effect; nearly all actives have a fitted effect of over 60% in size; many of its hits are not listed in these tables
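cAMP rise read by TR-FRET after 30 min, 37C compound exposure (up to 58 uM) in RXFP1-transfected HEK293 cells with Ro 20174 present. EC50 from Hill-equation fits, with 29 nM porcine relaxin as 100% and buffer as basal.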
RXFP1 antagonist: blocks the human relaxin receptor RXFP1; Q9HBX9; HEK293-RXFP1, relaxin-stimulated cAMP HTRF, 30 min; hits give low values; activity change, negative = inhibition, % at 57.5 µM; 0.59% of 350,000 active;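 active means activity change of -60% or lower, but not beyond a set lower limit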; further: on the % scale 0 is the no-effect control and ±100 the full control effect
D2 PAM: D2 dopamine receptor (human) potentiation; potentiation, % at 10 µM; HEK293 T-REx D2, calcium flux, EC20 dopamine potentiation; 0.34% of 340,000 active; P14416;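 active means potentiation over 3 SD above the plate norm, cut at about 30% in these data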; further: 0% is about no effect
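Calcium flux readout, no-wash dye, 1 read/s. Inducible HEK293 Trex D2 line, overnight 30 C. Compound alone 180 s (agonist flags), then EC20 dopamine, another 180 s to score potentiation.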
D2 antagonist: D2 dopamine receptor (human) antagonism; P14416; HEK293 TREx D2 cells, calcium flux, dopamine EC80; inhibition, % at 10 µM; 2% of 340,000 active; in the data active means inhibition above about 30%; further: 0% is about no effect
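Dopamine at EC80 is the agonist stimulus; test compounds precede it by 180 s. Calcium flux read kinetically in a force-coupled, inducible HEK293 T-REx D2 cell line.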
D2 ag: agonists of human D2 dopamine receptor. P14416. HEK293 T-REx D2 cells, calcium flux agonist mode. activation, % at 2 µM. 0.53% of 340,000 active. AID 485358;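 active means activation over 3 SD above normal in the single-dose calcium agonist read, cut at about 30% in these data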; further: 0% is about no effect
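Calcium-flux readout, 1 cycle/sec over 180 s following compound pin transfer, in inducible HEK293 Trex D2 cells (force-coupled); dopamine controls included. Positive calcium responses during this window marked compounds as potential agonists.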
D1 antagonist: human D1 dopamine receptor antagonism | P21728 | HEK293 TREx D1 cells, calcium flux, dopamine EC80; hits give low values | activity change, negative = inhibition, % at 10 µM | 3.2% of 360,000 active; in the data active means activity change below about -30%; further: on the % scale 0 is the no-effect control and ±100 the full control effect
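Cells carrying a force-coupled, tetracycline-inducible human D1 receptor report calcium flux. Each well gets a 10 s baseline, compound with 180 s monitoring, then an EC80 dopamine stimulus with a second 180 s kinetic read.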
TRHR PAM: allosteric enhancers of human TRH receptor; P34981; enhancement, % at 2 µM; 0.66% of 360,000 active; TRHR cells, fluo-8 calcium fluorescence, EC20 TRH enhancement; in the data active means enhancement above about 30%; further: 0% is about no effect
Target sequence (P34981 whole entry, looked up): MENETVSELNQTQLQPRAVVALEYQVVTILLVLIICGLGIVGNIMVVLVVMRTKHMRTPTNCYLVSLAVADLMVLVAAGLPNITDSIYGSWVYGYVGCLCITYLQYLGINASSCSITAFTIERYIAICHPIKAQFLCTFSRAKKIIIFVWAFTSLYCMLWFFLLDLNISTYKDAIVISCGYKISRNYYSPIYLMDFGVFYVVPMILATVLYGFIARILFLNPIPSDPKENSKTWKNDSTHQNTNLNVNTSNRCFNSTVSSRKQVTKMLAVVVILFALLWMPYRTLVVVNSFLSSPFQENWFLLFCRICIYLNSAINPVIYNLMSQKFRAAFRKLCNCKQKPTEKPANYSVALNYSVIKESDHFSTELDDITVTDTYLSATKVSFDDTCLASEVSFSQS
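Enhancer read-out: after compound pinning and an initial kinetic agonist-mode read, an EC20 of TRH (10 nM final) was injected and fluo-8 calcium signal (Ex 480/Em 530) followed at 1 s/cycle for 100 cycles in TRHR-expressing cells.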
* = called active by the depositor; . = not tested or not shown; & = joins results of further samples. These rows are one share of the data, so the mix of outcomes need not match the whole.

smiles | D1 PAM | D1 agonist | RXFP1 agonist | RXFP1 antagonist | D2 PAM | D2 antagonist | D2 ag | D1 antagonist | TRHR PAM
CCC(C)C(NC(N)=O)C(=O)Nc1ccc(C)c(Cl)c1 (stereo not drawn) | 5.2 | -0.3 | -1.0% | -1.6 | 2.9 | 16.7 | -0.9 | -2.8 | 19.9
CCc1nnc(NC(=O)CC23CC4CC(CC(Br)(C4)C2)C3)s1 | 0.0 | 0.7 | -2.7% | -0.2 | 2.8 | -4.6 | 0.5 | -0.4 | 5.7
CCc1ccc(/C=C2\CN(CC)Cc3c2nc2ccccc2c3C(=O)O)cc1 | -3.9 | 11.3 | -3.1% | -8.9 | -1.4 | -19.1 | 0.1 | -4.1 | 5.6
Cc1ccc(S(=O)(=O)CCc2nc3ccccc3[nH]2)cc1 | 4.7 | -0.6 | 1.5% | 10.6 | -4.4 | -2.4 | 0.2 | 4.5 | 8.4
COc1ccc(-c2ccc3ccccc3n2)cc1OC | -9.3 | 0.9 | 5.7% | -4.3 | -0.7 | -17.0 | 2.6 | -16.3 | 9.3
CC1CC(C)CN(C(=O)CNC(=O)c2ccc3ccccc3c2)C1 (stereo not drawn) | -0.3 | 2.8 | -0.7% | 8.2 | 13.1 | -15.1 | -0.4 | -15.3 | 14.2
Cc1c(NC(=O)C(C)OC(=O)Cc2ccc(F)cc2)c(=O)n(-c2ccccc2)n1C (stereo not drawn) | -4.2 | -1.4 | -2.0% | 0.3 | 4.5 | -9.1 | 1.1 | 13.9 | -4.4
Cc1ccc(C2CC(=O)C=C(Nc3ccc(Cl)cc3)C2)cc1 (stereo not drawn) | -2.1 | 0.7 | -0.1% | -18.2 | -9.6 | 2.4 | -1.6 | -15.5 | -3.6
CCOC(=O)CN(Cc1sccc1C)C(=O)Nc1cccc(OC)c1 | -9.0 | 0.5 | 1.8% | -2.7 | 12.8 | 1.3 | -1.3 | -36.6* | 4.0
COc1ccc(-c2nc3ccccc3o2)cc1NC(=O)CSc1ccc(Cl)cc1 | -1.4&0.4 | 1.6&0.8 | 7.6%&2.3% | -15.7&4.6 | 8.4&-6.7 | -4.7 | 0.2&0.0 | 8.0&1.0 | 9.5&-6.1
Cn1c(=O)oc2cc(S(=O)(=O)N3CCCC(C(=O)NCCc4ccccc4)C3)ccc21 (stereo not drawn) | -2.9 | 0.3 | 0.5% | . | . | . | -0.3 | -3.7 | -2.0
COc1cc(C2Nc3ccc4ccccc4c3C3=C2C(=O)CC(C)(C)C3)ccc1OC(C)C(=O)O (stereo not drawn) | -5.4 | -0.3 | 7.8% | -3.3 | 5.3 | -18.5 | 0.2 | 12.9 | -7.5
COCCCNc1nnc(Cc2ccccc2)c2ccccc12 | -6.3 | 0.6 | 2.8% | 3.8 | -6.3 | 3.9 | 0.0 | -22.3 | -1.1
COc1ccccc1CNC(=O)c1cc(-c2cccnc2)nc2ccccc12 | 1.7 | -0.7 | 1.2% | 3.7 | 16.5 | -7.0 | 0.4 | 4.5 | 3.6
CN1CCN(c2ncnc3c2cnn3-c2ccc(Cl)cc2)CC1 | -8.0 | 15.2 | 1.5% | . | -4.1 | 5.6 | 0.0 | -53.6* | -7.1
Cc1ccc(C)c(C(=O)COC(=O)CNS(=O)(=O)c2ccccc2)c1 | -0.2 | -0.7 | -2.0% | 1.8 | -7.1 | 18.6 | -0.4 | -5.7 | -5.3
C=CCn1c(C)cc(C(=O)COC(=O)c2cncc(Br)c2)c1C | 0.9 | 8.5 | -1.3% | -5.6 | 7.4 | 12.0 | 0.1 | 4.0 | 3.7
O=C1Nc2ccc(S(=O)(=O)N(CCO)CCO)c3cccc1c23 | -3.7 | 2.8 | 7.6% | 14.2 | 3.1 | 16.2 | 0.3 | 2.7 | 1.3
COc1ccccc1CN1CC(C(=O)NCCCc2ccc(F)cc2)CCC1=O (stereo not drawn) | -1.9 | 1.3 | -1.6% | 13.9 | -28.8 | 13.2 | 0.8 | -13.9 | -9.0
O=C(CSc1nc2c(oc3ccccc32)c(=O)n1-c1ccccc1F)Nc1ccccc1 | -7.2 | 10.7 | 1.5% | . | 6.2 | . | 0.7 | 10.5 | 0.9
CCCCC(=O)OCC(=O)c1cc(C)n(-c2c(C)n(C)n(-c3ccccc3)c2=O)c1C | -0.8 | 0.2 | 2.5% | -2.6 | 1.1 | 16.8 | -2.4 | -13.0 | -0.6
O=c1nc(-c2ccccc2)c2ccccc2[nH]1 | -3.9 | 2.5 | 0.8% | 4.4 | 3.3 | -7.6 | -1.8 | -1.7 | 8.2
CC(C)C[C@H](NC(=O)OC(C)(C)C)c1nnc(SCC(=O)Nc2ccc(Br)cc2)o1 | -6.0 | 3.3 | 2.2% | -17.4 | -1.0 | 3.9 | -0.7 | -8.4 | -10.4
O=C(CCNS(=O)(=O)c1ccc2c(c1)CCC(=O)N2)Nc1ccc(F)c(F)c1 | -0.5 | 1.0 | -1.5% | 5.5 | -5.1 | -11.0 | 0.4 | 3.4 | 0.0
CCOc1ccc(NC(=S)NCCCN2CCN(C3CCCCC3)CC2)cc1 | 0.9 | -0.4 | 1.2% | -5.6 | -13.6 | 13.3 | -0.9 | -8.4 | 22.4

By substructure: those above with an NH in an aromatic ring (two)
smiles | D1 PAM | D1 agonist | RXFP1 agonist | RXFP1 antagonist | D2 PAM | D2 antagonist | D2 ag | D1 antagonist | TRHR PAM
Cc1ccc(S(=O)(=O)CCc2nc3ccccc3[nH]2)cc1 | 4.7 | -0.6 | 1.5% | 10.6 | -4.4 | -2.4 | 0.2 | 4.5 | 8.4
O=c1nc(-c2ccccc2)c2ccccc2[nH]1 | -3.9 | 2.5 | 0.8% | 4.4 | 3.3 | -7.6 | -1.8 | -1.7 | 8.2

Later entries
smiles | D1 PAM | D1 agonist | RXFP1 agonist | RXFP1 antagonist | D2 PAM | D2 antagonist | D2 ag | D1 antagonist | TRHR PAM
COc1cc(OC)cc(C(=O)N2CCN(Cc3ccc4c(c3)OCO4)CC2)c1 | 1.6 | 2.2 | 0.0% | -2.2 | 8.1 | -10.5 | -1.8 | 20.4 | 1.5
S=c1[nH]ccn1-c1cccc(Cl)c1Cl | 2.1 | 5.3 | 3.0% | -0.1 | -7.8 | 1.1 | 0.4 | 5.7 | -8.4
Cc1ccccc1C(=O)N/N=C/c1ccccn1 | -2.8 | 2.6 | 1.6% | . | 4.4 | . | . | -3.4 | -13.1
Cc1ccccc1OCC(=O)Nc1ccc(N2CCN(S(C)(=O)=O)CC2)cc1 | 1.5 | 4.2 | 3.0% | -20.6 | -6.2 | -10.0 | 1.0 | -26.4 | -4.3
CCOC(=O)C1=NN(c2cccc(Cl)c2)C2=NC(C)=C(C(=O)OC)C(c3cccs3)N12 (stereo not drawn) | -3.4 | 0.7 | 0.6% | -6.9 | -3.9 | -0.7 | -1.2 | -3.5 | -7.8
CC(=O)Oc1ccc(-c2cccc(C(=O)OCC(=O)N(C)c3ccccc3)c2)cc1 | -4.0 | 4.9 | 0.1% | 1.3 | -8.5 | -1.1 | 0.6 | -84.1* | 6.1
CC1=C(C(=O)N2CCN(c3cc(C)ccc3C)CC2)C2(CCC(C)CC2)OC1=O (stereo not drawn) | -1.2&-4.3 | 1.8&-2.0 | -0.8%&4.5% | 7.8 | 1.1&-2.1 | 3.2 | 0.0&0.4 | -6.2&3.8 | 14.0&-5.0
COc1cccc(-n2ccnc2SCC(=O)Nc2ccccc2F)c1 | -4.7 | 3.2 | -0.5% | -9.2 | . | . | . | -36.5* | -3.1
FCCCOc1ccc(-c2nccc(-c3ccc(Cl)cc3)n2)cc1 | -4.6 | 12.8 | 1.4% | -6.3 | 5.8 | -2.2 | 3.1 | 1.9 | 1.3
C=CCn1c(SC(C)C(=O)NCc2ccc3c(c2)OCO3)nc2scc(-c3ccccc3)c2c1=O (stereo not drawn) | -3.7 | 2.5 | 2.6% | 6.2 | 2.5 | -21.9 | -0.8 | -8.0 | -4.0
O=C(O)C1CCN(S(=O)(=O)c2ccc(N3CCOCC3)c([N+](=O)[O-])c2)CC1 | -5.8 | 1.9 | 3.4% | 3.5 | 25.1 | 16.3 | 0.4 | -3.5 | 0.2
COc1ccc(N2C(=O)CCC(C(=O)N3CCOCC3)C2c2ccc(F)cc2)cc1 (stereo not drawn) | -4.7 | 0.5 | 1.7% | -2.1 | 2.7 | 7.2 | 1.3 | 1.5 | -0.7
CN1CCC/C1=C/C=C1\SC(=S)NC1=O | -0.9 | 80.9* | 2.1% | -20.5 | 6.1 | 8.0 | 50.3* | 9.9 | 10.3
CCOC(=O)c1ccc2c(c1)n(CCCS(=O)(=O)[O-])c(/C=C/c1ccc(Cl)cc1)[n+]2CC | 0.8 | 0.8 | 0.3% | -8.3 | 1.7 | 3.8 | 0.8 | 6.9 | 8.6
CC(=O)NC1C2CN3CCN(C2)CC1(Cc1ccccc1)C3 (stereo not drawn) | 0.3 | 2.4 | -1.2% | -0.6 | -2.3 | 5.3 | 1.2 | 1.7 | 1.1
COc1cc(C(=O)NCC(c2ccc(N(C)C)cc2)N2CCc3ccccc32)cc(OC)c1OC (stereo not drawn) | 0.7 | -0.3 | 0.1% | -4.1 | 1.9 | . | 1.8 | 1.6 | 0.9
O=C(/C=C/c1ccc([N+](=O)[O-])cc1)NCc1cccnc1 | -0.4 | 2.0 | -0.5% | 2.7 | 1.5 | -4.2 | 0.2 | -0.6 | -0.9
CCCc1cc(=O)[nH]c(SCCOC(=O)c2ccccc2)n1 | 1.6 | 7.3 | -0.8% | 11.3 | 0.5 | 8.1 | -0.3 | 9.0 | -1.0

Whole records from above:
CCCc1cc(=O)[nH]c(SCCOC(=O)c2ccccc2)n1 is entered as D1 PAM = 1.6; D1 agonist = 7.3; RXFP1 agonist = -0.8%; RXFP1 antagonist = 11.3; D2 PAM = 0.5; D2 antagonist = 8.1; D2 ag = -0.3; D1 antagonist = 9.0; TRHR PAM = -1.0
COc1cc(OC)cc(C(=O)N2CCN(Cc3ccc4c(c3)OCO4)CC2)c1 is entered as D1 PAM = 1.6; D1 agonist = 2.2; RXFP1 agonist = 0.0%; RXFP1 antagonist = -2.2; D2 PAM = 8.1; D2 antagonist = -10.5; D2 ag = -1.8; D1 antagonist = 20.4; TRHR PAM = 1.5
CC(=O)Oc1ccc(-c2cccc(C(=O)OCC(=O)N(C)c3ccccc3)c2)cc1 is entered as D1 PAM = -4.0; D1 agonist = 4.9; RXFP1 agonist = 0.1%; RXFP1 antagonist = 1.3; D2 PAM = -8.5; D2 antagonist = -1.1; D2 ag = 0.6; D1 antagonist = -84.1*; TRHR PAM = 6.1

Looked up above:
In D2 ag, COc1cc(C(=O)NCC(c2ccc(N(C)C)cc2)N2CCc3ccccc32)cc(OC)c1OC (stereo not drawn) has 1.8
In D1 PAM, COc1cccc(-n2ccnc2SCC(=O)Nc2ccccc2F)c1 has -4.7
In D1 antagonist, Cc1ccccc1OCC(=O)Nc1ccc(N2CCN(S(C)(=O)=O)CC2)cc1 has -26.4
In D1 antagonist, CC(=O)Oc1ccc(-c2cccc(C(=O)OCC(=O)N(C)c3ccccc3)c2)cc1 has -84.1*
